From PubChem BioAssay
TSHR antagonist: human thyrotropin receptor antagonism | 0.2% of 330,000 active | activity change, negative = inhibition, % at 11.5 µM | TSHR-expressing cells, TSH-stimulated cAMP HTRF, 2 h; active compounds read low | P16473;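 active = activity change below a set negative limit, meaning inhibition stronger than a set level, cut at about -70% in these data; inconclusive = activity change between two set negative limits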; note: % is set by controls: 0 for no effect and ±100 for the full control effect
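TSHR-expressing cells were treated with compounds, then stimulated with TSH at EC80 (4nM final) for 2 hours at 37 deg C. Cellular cAMP was measured by HTRF competition between lysate cAMP and cAMP-d2 for a cryptate-labelled anti-cAMP antibody.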
A-T KAP1 phos: candidate therapy for ataxia-telangiectasia | AID 485349 | […] A-T fibroblasts, KAP-1 phosphorylation AlphaLISA; neocarzinostatin DNA damage 30 min before lysis | 0.19% of 320,000 active | Potency, µM (highest dose often 57.5 µM), inactives show at the top dose activation, most hits filed as activators; note: potency is the fitted concentration of half-maximal effect; % of control where 0% means no effect; nearly all actives have a fitted effect of over 45% in size
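hTERT-immortalized A-T patient fibroblasts ([…]), 500 cells/well in OPTI-MEM, 1% FBS, got compounds for 60 min, then NCS for 30 min at 37C. Lysates were then assayed for phospho-KAP-1 by AlphaLISA (anti-pKAP1 donor, anti-KAP1 acceptor beads), 6 hr at 25C.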
TCR act: activators of T cell receptors; 330,000 tested, under 10 active; primary human leukocytes, anti-CD3, IL-2 HTRF, 48 h; Potency, µM (doses to about 9.22 µM), for the others: at the highest dose activation of IL-2 secretion, usual class: activators; note: % of control where 0% means no effect
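IL-2 release read by HTRF sandwich (Eu cryptate donor, d2 acceptor, 665 nm emission) after 48 hr exposure of primary human leukocytes to compound together with anti-CD3 beads in the absence of co-stimulatory signals.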
KCNH2 WT inh: blocks the wildtype human KCNH2 potassium channel. Q12809. U2OS, BacMam KCNH2, thallium flux FluxOr; active compounds read low. activity change, % at 1.84 µM. 0.37% of 340,000 active. AID 720551;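 active = maximum activity change below -70%; inconclusive = maximum activity change between -70% and -50%; inactive = maximum activity change above -50%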; note: % is set by controls: 0 for no effect and ±100 for the full control effect
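U2OS cells transduced with wild-type KCNH2 virus are loaded with FluxOr dye for 45 min, and thallium flux is measured in kinetic reads before and after stimulation buffer. Rate constants are normalized to DMSO controls.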
BCR signal inh: blocks chronic active B-cell receptor signaling; ABC-DLBCL IkBa-CBG/CBR reporter, luminescence ratio, 4 h; Potency, µM (series often up to 46.1 µM), inactives show at the top dose ratio change, negative = lower green/red ratio, hits mostly inhibitors; 0.05% of 340,000 active; active = well fitted inhibition curve with a large enough effect in the signal ratio, with a control signal flat, not every such curve was filed as active; inconclusive = small, poorly fitted or top-dose-only effect, or effect the other way, or a change in a side signal; the % refers to the signal ratio;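 note: potency is the fitted concentration of half-maximal effect; plate controls were basal doxycycline-induced cells for no effect and cells given 10 µM MG132 for full effect; MG132 reads +100%, hits lower the ratio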
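TMD8 ABC-DLBCL cells carrying doxycycline-inducible green luciferase fused to IkappaBalpha plus unfused red luciferase were exposed to compounds (up to 46 uM) for 4 hrs at 37C. Activity came from the overlap-corrected green/red luminescence ratio.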
Giardia killer: Giardia lamblia killing; Giardia lamblia trophozoite viability; 0.15% of 340,000 active; activity change, % at 7.66 µM, hits read low; in the data active = activity change below about -80%; inconclusive = between about -30% and that limit;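 note: parasites exposed to compound for two days anaerobically before the ATP read; % is set by controls: 0 for no effect and ±100 for the full control effect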
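Giardia lamblia trophozoites (100 cells/well) were incubated with compounds for 48 h at 37 deg C under anaerobic conditions. Viability was read as ATP content by one-step luminescence after 15-30 min at room temperature.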
Tb PFK block: T. brucei PFK enzyme inhibition. 0.17% of 330,000 active. T. brucei PFK, ADP-Glo luminescence. AID 485367. Potency, µM (top dose mostly 57.5 µM), without a hit: top-dose activity, negative = inhibition, usual class: inhibitors;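 note: potency is the fitted concentration of half-maximal effect; 0% = uninhibited 1x PFK enzyme wells and -100% = no-enzyme wells; nearly all actives have a fitted effect of over 60% in size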
Target sequence (O15648 whole entry, looked up): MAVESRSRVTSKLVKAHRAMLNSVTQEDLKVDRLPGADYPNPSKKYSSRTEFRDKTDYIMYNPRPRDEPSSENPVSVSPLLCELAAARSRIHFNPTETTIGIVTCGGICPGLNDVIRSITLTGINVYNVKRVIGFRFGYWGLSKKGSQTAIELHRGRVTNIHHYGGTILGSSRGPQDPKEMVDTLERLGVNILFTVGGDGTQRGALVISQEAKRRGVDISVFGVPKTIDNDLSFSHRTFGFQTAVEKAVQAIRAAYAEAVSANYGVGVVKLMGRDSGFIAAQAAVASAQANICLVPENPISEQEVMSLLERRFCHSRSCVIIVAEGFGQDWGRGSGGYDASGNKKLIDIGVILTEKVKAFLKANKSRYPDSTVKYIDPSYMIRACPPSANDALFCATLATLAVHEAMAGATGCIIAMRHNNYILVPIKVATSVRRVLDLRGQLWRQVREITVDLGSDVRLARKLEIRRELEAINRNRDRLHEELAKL
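Luminescent ADP detection (ADP-Glo, two-step: ATP depletion then ADP-to-ATP conversion for luciferase) reported PFK activity after 45 min room-temperature reaction of 1.25 nM enzyme with 0.5 mM F6P and 0.1 mM ATP at pH 8.0.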
GALK inhibitor: inhibitors of human galactokinase; P51570; Purified GALK, Kinase-Glo residual ATP luminescence; Potency, µM (top dose mostly 57.5 µM), without a hit: at the top dose activity change, negative = inhibition, most hits filed as inhibitors; 0.007% of 270,000 active; AID 1868; note: potency is the fitted concentration of half-maximal effect; % is set by controls: 0 for no effect and ±100 for the full control effect
Target sequence (P51570 whole entry, looked up): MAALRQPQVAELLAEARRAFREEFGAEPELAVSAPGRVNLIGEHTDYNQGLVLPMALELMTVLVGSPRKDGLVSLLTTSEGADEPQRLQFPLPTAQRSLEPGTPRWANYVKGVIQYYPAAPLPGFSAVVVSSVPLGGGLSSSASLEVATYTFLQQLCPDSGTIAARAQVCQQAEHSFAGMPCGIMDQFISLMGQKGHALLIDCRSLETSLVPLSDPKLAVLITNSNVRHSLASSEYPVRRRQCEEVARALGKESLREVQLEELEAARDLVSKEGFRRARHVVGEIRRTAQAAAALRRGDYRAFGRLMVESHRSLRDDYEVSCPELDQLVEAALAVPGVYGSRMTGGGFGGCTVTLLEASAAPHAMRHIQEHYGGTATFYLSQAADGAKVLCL
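Galactose (100 uM) and ATP (35 uM) were turned over by 5 nM GALK for 1 h at RT. Kinase-Glo Plus then converted the remaining ATP into a luminescent signal.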
MLL CXXC-DNA inh: blocks binding of human MLL CXXC domain to DNA; Q03164; MLL-CXXC / FITC-HOXA9 DNA fluorescence polarization; Potency, µM (titrated, usually from 115 µM), inactives show at the highest dose activity change, negative = inhibition, usual class: inhibitors; 0.037% of 290,000 active; AID 2662; active = well fitted inhibition curve with a large enough effect in the polarisation, with a control signal flat, not every such curve was filed as active; inconclusive = small, poorly fitted or top-dose-only effect, or effect the other way, or a change in a side signal; inactive = no such curve, though single readings can be large or run the other way; the % refers to the polarisation; note: potency is the fitted concentration of half-maximal effect
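Fluorescence polarization: 7 uM MLL-CXXC (stock) preincubated 5 min with compounds, then 50 nM fluorescein-HOX-A9 DNA (stock) added; 30 min ambient. Buffer 50 mM Tris-HCl pH 7.5, 50 mM NaCl, 1 mM DTT, 0.05% BSA.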
Coupling enz: counter-screen for Giardia aldolase inhibitors: coupling enzyme system. coupling enzyme system counterscreen, AmpLite Red fluorescence. activity change, negative = inhibition, % at 58.2 µM, hits read low. 0.67% of 290,000 active. AID 2472; in the data active = activity change below about -30%; note: % is set by controls: 0 for no effect and ±100 for the full control effect
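Compounds tested against the coupling enzymes alone at 57.5 uM final; readout was AmpLite Red fluorescence (525/598 nm) after 20 min at RT.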
* = called active by the depositor; ? = inconclusive; . = not tested or not shown; [ ] = another dose, or the depositor's remark. Unless noted, calls come from the whole dose curve; as a rule, active = well fitted curve in the direction sought with a large enough effect; inconclusive = small, poorly fitted or top-dose-only effect, or another doubt; inactive = no such curve, though single readings can be large; an effect the other way counts as inactive or inconclusive.

Sequence of screens: TSHR antagonist	A-T KAP1 phos	TCR act	KCNH2 WT inh	BCR signal inh	Giardia killer	Tb PFK block	GALK inhibitor	MLL CXXC-DNA inh	Coupling enz
> COc1ccccc1N(CC(=O)Nc1ccc(S(=O)(=O)N2CCCCC2)cc1)S(C)(=O)=O
    7	-7%	4%[46.1 µM]	7	-12%	-9	0%	0%	7%	-3
> O=C(NNS(=O)(=O)c1ccc(F)cc1)c1cc2ccccc2cc1O
    -9	-5%	1%	1	1%	22	3%	-3%	3%	8
> CC(C)c1cc(C(N)=O)c(NC(=O)c2cccc(COc3ccc(Br)cc3)c2)s1
    6	6%	-7%	9	?	30	5%	-1%	13%	0
> Cc1cc(C)c2c(=O)[nH]c(SCC(=O)c3ccc(C)c(C)c3)nc2n1
    18	3%	3%	3	?	-1	-4%	2%	9%	3
> CC(C)(C)c1ccc(C2C3=C(CCCC3=O)NC3=C2C(=O)c2ccccc23)cc1 (stereo not drawn)
    3	11%	9%	-2	?	18	-3%	.	-2%	-1
> COc1cc(/C=C/C(=O)O)cc(S(=O)(=O)N2CCc3ccccc32)c1OC
    1	-2%	-5%	13	1%	-8	-7%	0%	0%	-1
> COc1ccccc1NC(=O)C1CCCN(c2cc(C)nc3ncnn23)C1 (stereo not drawn)
    -3	2%	0%[46.1 µM]	-9	-4%	-1	-2%	2%	6%	0
> COc1ccccc1C(=O)NCCC(=O)Nc1cccnc1
    2	0%	-3%	9	6%	13	0%	.	-2%	3
> O=C(COC(=O)c1cccc(C(=O)OCC(=O)NC2CC2)n1)NC1CC1
    4	11%	-4%	0	1%	9	-5%	-2%	-3%	0
> O=C(c1cc2ccccc2oc1=O)N1CCCC1
    11	4%	2%	-1	4%	-13	-4%	-1%	4%	2
> N#Cc1ccc2c(c1)C[C@]1(c3ccsc3)OC3=C(C(=O)OC4(CCCCC4)C3)C2O1
    .	-1%[11.5 µM]	.	.	?	.	-6%[11.5 µM]	.	-4%[23 µM]	1
> COc1cc(OC)cc(-c2cc3nc(C4CCN(C(=O)OC(C)(C)C)CC4)cc(=O)n3[nH]2)c1
    -22	5%	-5%	0	18%	1	-11%	-1%	-11%	3
> O=C(Nc1ccc(F)cc1)Nc1ccc(Oc2ncnc3cc(Cl)ccc23)nc1
    3	-12%	-6%	-6	?	-4	-6%	3%	7%	2
> O=C(CSc1nnc(-c2cccs2)n1-c1ccccc1)N1CCOCC1
    -5	-1%	-2%	6	?	-2	3%	-1%	-1%	-1
> C=CCNc1ncnc2c1cnn2-c1ccc(OC)cc1
    5	3%	-1%	73	?	-8	-29%	0%	10%	-7
> Cc1ccc(NC(=O)CSc2nc3ccccc3nc2N2CCOCC2)c(C)c1
    6	-6%	0%	0	0%	-16	-4%	.	.	1
> COc1ccccc1CCC(=O)OCC(=O)Nc1cccc(S(=O)(=O)N2CCOCC2)c1
    5	4%	-1%	-4	-3%	-19	-13%	.	.	.
> CCOC(=O)c1ccc(NC(=O)Nc2ccc(Cl)cn2)cc1
    34	9%	4%	-8	-12%	-12	0%	-3%	8%	2
> CCCOc1ccccc1NC(=O)CC1Nc2ccccc2NC1=O (stereo not drawn)
    -5	2%	0%[46.1 µM]	-7	?	20	-1%	0%	15%	1
> Nc1c(S(=O)(=O)O)cc(NC(=O)c2ccccc2)c2c1C(=O)c1ccccc1C2=O
    -24	14%	3%	2	11%	9	-6%	-2%	18%	-8

In the list so far, these have an NH in an aromatic ring:
Sequence of screens: TSHR antagonist	A-T KAP1 phos	TCR act	KCNH2 WT inh	BCR signal inh	Giardia killer	Tb PFK block	GALK inhibitor	MLL CXXC-DNA inh	Coupling enz
> Cc1cc(C)c2c(=O)[nH]c(SCC(=O)c3ccc(C)c(C)c3)nc2n1
    18	3%	3%	3	?	-1	-4%	2%	9%	3
> COc1cc(OC)cc(-c2cc3nc(C4CCN(C(=O)OC(C)(C)C)CC4)cc(=O)n3[nH]2)c1
    -22	5%	-5%	0	18%	1	-11%	-1%	-11%	3

(continued)
Sequence of screens: TSHR antagonist	A-T KAP1 phos	TCR act	KCNH2 WT inh	BCR signal inh	Giardia killer	Tb PFK block	GALK inhibitor	MLL CXXC-DNA inh	Coupling enz
> CCC1CCCCN1C(=S)NC(=O)c1ccc(F)c(S(=O)(=O)N2CCOCC2)c1 (stereo not drawn)
    -3	-2%	-1%	-7	-1%	6	-2%	0%	-7%	-4
> COc1cc(C#N)ccc1OCC(=O)NCc1cccs1
    6	-2%	-2%	12	2%	5	1%	-1%	-2%	-2
> CC(O)c1nc2ccccc2n1Cc1nnc(-c2ccc(Cl)cc2)o1 (stereo not drawn)
    -11	12%	-1%	-20	?	9	3%	-2%	0%	-1
> CNc1cc(N2CCN(S(=O)(=O)N(C)C)CC2)ccc1[N+](=O)[O-]
    -5	-2%	10%	2	?	5	-1%	3%	-5%	-2
> CCN(CCCCN1C(=O)c2ccccc2C1=O)c1ccc2c(c1)C(=O)N(C)C2=O
    -25	9%	-7%	5	5%	5	-15%	1%	0%	0
> CCOc1cccc(/C=C(/C#N)c2nc3ccccc3[nH]2)c1OCC(=O)O
    -2	-16%	-5%	15	6%	14	0%	1%	?	0
> Cc1cc(-n2ccc(=O)[nH]c2=O)nc(-c2ccccc2)n1
    -11	1%	2%	0	1%	2	0%	2%	-7%	0
> COC(=O)c1ccsc1NC(=O)C1COc2ccccc2O1 (stereo not drawn)
    -10	6%	-2%	0	?	?	1%	1%	4%	0
> CCOCCCNC(=S)Nc1ccc2nc(N3CCN(CC)CC3)cc(C)c2c1
    -3	1%	-3%	8	1%	-7	0%	-1%	8%	0
> CCN(CC)c1ccc(-c2nn3c(-c4n[nH]c5c4CCC5)nnc3s2)cc1
    -8	6%	0%	0	?	-10	3%	-3%	1%	1
> Cn1c(CN2CCCC2)nc2cc(NC(=O)c3cccs3)ccc21
    4	1%	0%[46.1 µM]	-3	?	-11	0%	.	2%	-7
> CC(C)(C)c1csc(NC(=O)c2ccccc2O)n1
    ?	-7%	9%	2	?	-5	4%	2%	-13%	-8
> CCNc1ccc(C(=O)OCC)cc1NC(=O)c1cc(S(=O)(=O)N2CCOCC2)ccc1C
    -6	5%	-23%	1	-7%	-16	10%	-1%	2%	1
> Cc1cccc(Nc2nc(N3CCCCC3)nc(N3CCCCC3)n2)c1
    0	7%	-2%[46.1 µM]	-12	?	-5	-4%	-1%	-3%	-9
> CC/C(=N\NC(N)=O)c1ccc(OC(F)F)cc1
    -24	7%	6%	-4	?	-1	11%	.	8%	3
> Cc1ccc2cccc(S(=O)(=O)N3CCN(c4ccccc4F)CC3)c2n1
    12	9%	2%[46.1 µM]	.	3%	2	3%	2%	-4%	0
> Cc1nnc(NC(=O)c2ccc3ccccc3c2)o1
    11	2%	-12%	-9	?	3	1%	-2%	6%	-7
> Cc1ccc(NC(=S)NCc2ccc3c(c2)OCO3)cc1
    6	2%	4%[46.1 µM]	-6	?	-9	6%	-1%	9%	1
> O=c1c2[nH]c3ccc(F)cc3c2ncn1CCCN1CCOCC1
    -2	10%	0%	-1	-1%	-25	5%	4%	-7%	1
> CC12CC3CC(C)(C1)CC(C(=O)N1CCN(C(=O)C4CCCO4)CC1)(C3)C2 (stereo not drawn)
    -1	-3%	5%	-8	0%	10	1%	6%	0%	2
> CS(=O)(=O)N(CC(=O)N1CCc2ccccc2C1)c1ccc2c(c1)OCO2
    5	2%	-3%	10	-7%	23	0%	-3%	-4%	-4
> CCCCCN(C(=O)CCC(=O)OCC(=O)c1ccc(F)c(F)c1)c1c(N)n(CCCC)c(=O)[nH]c1=O
    6	-7%	3%	8	-3%	15	-4%	.	.	.

A few values from the list.
Entry for `COC(=O)c1ccsc1NC(=O)C1COc2ccccc2O1` (stereo not drawn) in Coupling enz: 0
Entry for `Cc1nnc(NC(=O)c2ccc3ccccc3c2)o1` in Tb PFK block: 1%
Entry for `CCN(CCCCN1C(=O)c2ccccc2C1=O)c1ccc2c(c1)C(=O)N(C)C2=O` in TSHR antagonist: -25
Entry for `Cc1ccc2cccc(S(=O)(=O)N3CCN(c4ccccc4F)CC3)c2n1` in GALK inhibitor: 2%
Entry for `CCCCCN(C(=O)CCC(=O)OCC(=O)c1ccc(F)c(F)c1)c1c(N)n(CCCC)c(=O)[nH]c1=O` in TCR act: 3%
Entry for `O=c1c2[nH]c3ccc(F)cc3c2ncn1CCCN1CCOCC1` in MLL CXXC-DNA inh: -7%
